Ba/F3 V617F tox: reduce viability of Ba/F3 cells dependent on JAK2V617F; Ba/F3 EpoR-JAK2V617F viability, ATP luminescence; inhibition, % at 5.6 µM; 220,000 compounds, 1.1% hits; AID 1446;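 active = inhibition above the campaign mean plus 3 SD over all tested compounds, cut at about 24% in these data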;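 also: cytokine-independent growth of Ba/F3 cells driven by EpoR plus mutant JAK2; 0% = DMSO-treated cells and 100% = JAK inhibitor I control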
S1P4 agonist: agonists of human S1P4 receptor; S1P4-expressing cell line, agonist reporter assay; AID 1509; O95977; 220,000 compounds, 0.35% hits; activation, % at 4.98 µM; in the data active = activation above about 11%;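 also: 0% = DMSO vehicle and 100% = reference agonist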
PERK inhibitor: human PERK inhibition, primary cell-based screen; CHO PERK-DD fusion, SEAP luminescence translation reporter; AID 1416; 220,000 compounds, 0.17% hits; inhibition, % at 5.6 µM; Q9NZJ5;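 active = inhibition above the mean inhibition of all tested compounds plus 3 SD, set separately per screening campaign, cut at about 2.9% in these data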;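 also: PERK kinase domain activated by AP20187 dimerizer at 100 nM; 0% = DMSO with dimerizer and 100% = rapamycin at 8.4 µM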
Target sequence (Q9NZJ5 whole entry, looked up, the tested form may be a part): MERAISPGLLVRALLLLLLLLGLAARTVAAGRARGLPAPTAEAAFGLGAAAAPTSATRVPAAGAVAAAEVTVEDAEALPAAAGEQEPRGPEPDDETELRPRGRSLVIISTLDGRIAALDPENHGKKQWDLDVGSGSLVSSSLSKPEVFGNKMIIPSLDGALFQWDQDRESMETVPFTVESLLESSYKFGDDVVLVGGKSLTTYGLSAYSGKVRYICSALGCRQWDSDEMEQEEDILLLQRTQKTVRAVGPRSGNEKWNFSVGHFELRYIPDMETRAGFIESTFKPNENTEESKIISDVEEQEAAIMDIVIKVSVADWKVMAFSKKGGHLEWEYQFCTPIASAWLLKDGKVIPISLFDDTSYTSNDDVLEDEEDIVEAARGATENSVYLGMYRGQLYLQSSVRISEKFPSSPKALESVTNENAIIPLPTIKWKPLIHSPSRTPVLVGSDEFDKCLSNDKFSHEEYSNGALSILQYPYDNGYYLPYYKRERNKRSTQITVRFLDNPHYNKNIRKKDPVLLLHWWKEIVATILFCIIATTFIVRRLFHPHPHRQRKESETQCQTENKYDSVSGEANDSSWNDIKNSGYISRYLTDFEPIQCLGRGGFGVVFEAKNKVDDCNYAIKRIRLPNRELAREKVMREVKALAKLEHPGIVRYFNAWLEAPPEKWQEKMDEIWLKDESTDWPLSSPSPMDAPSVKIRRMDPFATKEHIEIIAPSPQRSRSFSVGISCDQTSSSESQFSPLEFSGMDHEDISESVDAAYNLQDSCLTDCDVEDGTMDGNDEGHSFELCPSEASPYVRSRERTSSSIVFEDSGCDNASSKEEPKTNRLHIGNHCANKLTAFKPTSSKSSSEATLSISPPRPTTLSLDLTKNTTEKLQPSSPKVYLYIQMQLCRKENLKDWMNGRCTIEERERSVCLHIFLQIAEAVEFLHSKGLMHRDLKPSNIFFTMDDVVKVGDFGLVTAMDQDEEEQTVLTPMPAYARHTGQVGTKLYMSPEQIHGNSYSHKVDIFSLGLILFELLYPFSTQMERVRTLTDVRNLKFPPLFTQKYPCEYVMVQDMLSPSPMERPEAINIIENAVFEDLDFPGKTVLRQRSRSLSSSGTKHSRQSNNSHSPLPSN
TRPN1 ag: zebrafish TRPN1 (NompC) channel agonism; HEK293 zebrafish TRPN1-YFP, Fluo-8 calcium fluorescence; 100% = response to 87 µM carbachol; activation, % at 3 µM; 220,000 compounds, 0.18% hits;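 active = activation above its plate's cutoff, the mean activation of test wells on that plate plus 3 SD, cut at about 19% in these data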;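 also: 0% = DMSO alone and 100% = 87 µM carbachol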
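Material: zebrafish TRPN1-YFP in HEK293 cells; Doses: single test compound dose, 3 µM nominal, 0.3% DMSO; Timing: dye loading 1 h at 37 °C, then 30 min room temperature; Technique: intracellular calcium fluorescence with Fluo-8; Benchmarks: high carbachol 87 µM, low DMSO alone.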
EP2 mod: EP2 receptor (human) modulation | P43116 | EP2-expressing cells, cAMP HTRF FRET, PGE2 co-stimulation | induction, % at 25 µM | 260,000 compounds, 0.83% hits | AID 940;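 active = compounds whose cAMP rise, as percent of the full-agonist control response, exceeds 60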;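 also: rat C6 glioma line stably carrying human EP2 under a CMV promoter; the protocol text gives 20 µM as final concentration; 100% = response of wells given 1 µM PGE2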
S1P4 antagonist: antagonists of human S1P4 receptor; O95977; S1P4-expressing cells, antagonist mode, reporter read-out; inhibition, % at 4.98 µM; 220,000 compounds, 0.26% hits; AID 1510; in the data active = inhibition above about 29%;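 also: 0% = wells stimulated with agonist and 100% = vehicle wells without agonist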
TRPML3 ag: human mucolipin-3 channel agonism | Q8TDD5 | activation, % at 3 µM | 220,000 compounds, 0.29% hits | HEK293 TRPML3-YFP, Fluo-8 calcium fluorescence; 100% = the carbachol control signal;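 active = activation above its plate's cutoff, the mean activation of the plate's test wells plus 3 SD, cut at about 12% in these data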;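 also: 0% = DMSO only wells and 100% = carbachol wells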
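Material: HEK293 cells stably carrying human TRPML3-YFP; compound dosing: single dose, 3 µM final nominal compound, 0.3% DMSO final; incubation: 1-h 37 °C dye load, 5-s basal, 120-s post-compound reads; technique: Fluo-8 intracellular calcium fluorescence, excitation 470-495 nm, emission 515-575 nm; read-out basis: percent activation from peak-to-basal fluorescence ratio, scaled between DMSO and carbachol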
BaF3 tox: parental Ba/F3 viability inhibition as JAK2V617F counter-screen. CellTiter-Glo ATP luminescence. inhibition, % at 5.6 µM. 220,000 compounds, 1.1% hits;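 active = inhibition above a per-campaign cutoff, the mean inhibition of all tested compounds plus 3 SD, cut at about 27% in these data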;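 also: 0% = DMSO wells and 100% = JAK Inhibitor I control wells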
m-calpain inh: inhibitors of pig calpain II; purified calpain II, fluorogenic peptide substrate, 30 min; inhibition, % at 16 µM; 220,000 compounds, 0.37% hits; AID 1236;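 active = inhibition above about 50%, limit read from the data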
The depositor's hits bear a star; i = inactive; x = not tested or not shown; & = joins results of further samples.

SMILES	Ba/F3 V617F tox	S1P4 agonist	PERK inhibitor	TRPN1 ag	EP2 mod	S1P4 antagonist	TRPML3 ag	BaF3 tox	m-calpain inh
COc1ccc(CN(C(=O)CNC(=O)c2ccco2)C(C(=O)NC2CCCC2)c2ccco2)cc1 (stereo not given)	1	1.6	-1.5	0.8	6	-3	0.1	2	-6
Cc1cccc(-n2nc(C)c3c2NC2=C(C(=O)CCC2)C3c2ccccn2)c1 (stereo not given)	4	0.4	-0.6	0.8	13	-30	-0.2	9	i
COc1ccc2nc(C(F)(F)Cl)c(C#N)c(N)c2c1	2	0.4	0.1	0.7	-49	-27	2.1	4	13
O=[N+]([O-])c1ccc(Oc2ccc(-c3cnc4ccccc4n3)cc2[N+](=O)[O-])cc1	2	0.2	0.5	0.9	7	-27	0.6	3	25
Nc1ccc(C(=O)Oc2ccc([N+](=O)[O-])cc2)cc1	1	0.1	0.0	2.8	-5	13	0.7	-2	-5
CC(C(=O)Nc1ccccc1C(=O)O)n1c(C(F)(F)F)nc2ccccc21 (stereo not given)	2	3.0	-0.4	-0.2	12	-3	1.0	10	-11
COc1ccc(-n2cnnc2SCC(=O)N2CCN(S(=O)(=O)c3ccccc3)CC2)cc1	1	3.0	-1.4	0.1	8	5	1.1	6	17
CCOC(=O)CNc1ncc([N+](=O)[O-])cc1C#N	2	2.1	1.0	0.1	21	-11	1.1	5	18
COc1ccc(-c2oc(NC(=O)CSc3ncn[nH]3)c(C#N)c2-c2ccc(OC)cc2)cc1	4	-1.2	0.2	-0.8	16	-1	-1.1	14	-32
COc1ccccc1CNC(=O)COC(=O)c1n[nH]c2ccccc12	0	0.9	-0.7	-0.5	-17	-6	0.9	1	-23
COc1cc2[nH]c(=O)n(CCC(=O)N3CCC(N4CCCCC4)CC3)c(=O)c2cc1OC	4	-2.1	0.8	0.0	11	-7	0.4	10	-14
O=C(N1CCN(c2ccccn2)CC1)C(Cl)(Cl)Cl	2	-0.6	0.0	0.5	16	-5	-0.2	6	10
O=C(CCC(=O)c1cccs1)Nc1nnc(C2CC2)s1	-3	0.6	1.2	1.0	7	-10	-0.1	-1	-33
COc1ccc(C2C(C(C)=O)=C(C)N=c3s/c(=C/c4ccc5c(c4)OCO5)c(=O)n32)cc1 (stereo not given)	-2	-1.4	-0.8	1.4	-7	3	0.6	3	-473
CCN(CC)c1ccc(C2C(C(=O)OCCOC(C)C)=C(C)NC3=C2C(=O)CCC3)cc1 (stereo not given)	-3	0.6	-0.7	1.6	x	-28	1.0	-1	x
O=C(CSc1nnc(C2CC2)n1Cc1ccccc1)N1CCN(S(=O)(=O)c2ccccc2)CC1	0	1.8	-0.1	0.8	-1	-15	0.0	4	-14
COc1ccc(CC(=O)NNS(=O)(=O)c2ccccc2)cc1OC	-1	12*	0.4	0.5	28	-13	-0.2	8	1
CCC(=O)Nc1ccc(Cl)c(NC(=O)c2ccc([N+](=O)[O-])cc2)c1	0	0.7	0.5	1.9	13	-6	1.3	8	-4
O=C(CCC1CCCC1)Nc1cccc(Cc2ccncc2)c1	4	1.8	0.9	0.8	-29	-1	0.2	7	24
COc1ccccc1C(=O)CSc1n[nH]c(N)n1	-1	2.2	0.7	-1.7	19	-10	-0.2	4	-11
Cn1c(N)c(C(=O)COC(=O)c2ccc(S(=O)(=O)N3CCCCC3)cc2)c(=O)n(C)c1=O	3	1.4	0.6	2.1	-17	-7	0.3	4	23
Cn1c(=O)c2[nH]c(CN3CCN(Cc4ccccc4)CC3)nc2n(C)c1=O	0	1.9	-0.7	-0.6	-16&-5	-11	0.6	4	-97
COC(=O)CCS(=O)(=O)c1nc(-c2ccccc2)cc(C(F)(F)F)n1	3	1.0	-1.6	0.5	-15	60*	0.7	7	5
CCc1nnnn1-c1ccc([N+](=O)[O-])cc1C	0	0.1	1.6	0.3	25	5	0.6	4	8

3 compounds from above, arranged by SMILES length, falling:
SMILES	Ba/F3 V617F tox	S1P4 agonist	PERK inhibitor	TRPN1 ag	EP2 mod	S1P4 antagonist	TRPML3 ag	BaF3 tox	m-calpain inh
CCN(CC)c1ccc(C2C(C(=O)OCCOC(C)C)=C(C)NC3=C2C(=O)CCC3)cc1 (stereo not given)	-3	0.6	-0.7	1.6	x	-28	1.0	-1	x
Cn1c(=O)c2[nH]c(CN3CCN(Cc4ccccc4)CC3)nc2n(C)c1=O	0	1.9	-0.7	-0.6	-16&-5	-11	0.6	4	-97
COc1ccccc1CNC(=O)COC(=O)c1n[nH]c2ccccc12	0	0.9	-0.7	-0.5	-17	-6	0.9	1	-23

Next part.
SMILES	Ba/F3 V617F tox	S1P4 agonist	PERK inhibitor	TRPN1 ag	EP2 mod	S1P4 antagonist	TRPML3 ag	BaF3 tox	m-calpain inh
CCOC(=O)c1cnc2c(C)cc(C)cc2c1Nc1ccc(S(=O)(=O)Nc2ncccn2)cc1	-1	0.7	-0.7	1.1	39	-7	0.4	6	7
COc1ccccc1Nc1nc(C)cc(=O)[nH]1	1	0.1	1.0	-0.2	18	-1	0.6	3	15
COc1ccnc(N=CNOCc2ccc(C)cc2)c1C#N	3	-0.6	-1.4	0.5	22	-15	1.1	6	-16
CCN(CC)C(=O)N1CCN(C(=O)c2ccc(C)cn2)CC1	-2	1.6	-0.8	-0.6	23	-7	0.4	6	2
CSCC[C@H](NC(=O)C1CCCC1)c1nc2ccccc2[nH]1	-3	1.1	0.0	-1.6	40	3	0.1	-1	-18
COc1ccc(NC(=O)CSc2nnc(-c3ccncc3)n2C)cc1	0	-0.2	0.7	-1.4	11	-3	0.0	3	-23
COc1cccc(C(C(=O)NC(C)(C)C)N(Cc2ccco2)C(=O)CCC(=O)Nc2cc(C)on2)c1OC (stereo not given)	3	0.4	-1.2	-0.7	2	-17	0.6	4	35
Cc1nnc2sc(-c3ccc(NC(=O)c4ccc(-c5ccc(Cl)cc5Cl)o4)cc3)nn12	-6	0.2	0.3	1.2	x	-13	-0.5	2	x
CNc1nc2ccccc2n(C)c1=O	0	0.3	1.6	1.4	23	-14	0.8	1	-12
CNC(=O)N(C1=NCC(C)S1)c1ccc(F)cc1F (stereo not given)	-3	1.0	0.7	-0.8	16	-3	0.1	2	5
Cc1ccc(C(=O)n2nc(-c3cccnc3)nc2N)cc1	-1	-1.9	1.0	0.9	9	2	0.9	5	-10
CCN(CC)S(=O)(=O)c1ccc(NC(=O)Cn2c(=O)sc3ccccc32)cc1	-5	1.8	0.0	1.4	-6&-13	-16	-0.2	1	9
O=C(NCc1cccs1)c1ccc(Br)o1	0	2.1	0.6	0.6	-3	-11	0.5	2	4
CN1CCN(Cc2cccc(Oc3ccc(Cl)cc3)c2)CC1	-1	0.7	-0.7	3.0	-10	3	0.8	3	1
O=C(NNC(=S)Nc1ccccc1)c1cc(-c2cccnc2)nc2ccccc12	1	1.6	-0.3	2.2	-33	-2	1.1	3	-11
CCOC(=O)c1c(-c2ccc(C)o2)csc1NC(=O)CSc1nnc(C)s1	-3	-0.6	-0.1	-0.9	25	9	0.1	0	14
CC1(C)CC(=O)c2sc(NS(C)(=O)=O)nc2C1	0	2.6	-0.2	3.1	-6	-29	0.6	3	-37
COc1ccccc1CN1CCN(S(=O)(=O)c2ccccc2)CC1	-1	1.0	0.1	-1.0	35	6	0.6	2	-1
COc1ccc(-c2[nH]ncc2CN(C)C(C)c2ccon2)c(OC)c1 (stereo not given)	0	-1.5	1.1	1.4	-1	0	0.0	5	-3
CC1(C)CC(NC(=S)Nc2ccc(S(N)(=O)=O)cc2)CC(C)(C)N1	1	2.7	0.2	0.0	5	-9	0.5	4	-13
CCOC(=O)c1cnc2ccc(C(=O)OC)cc2c1NCCN1CCOCC1	3	-0.1	-1.6	1.6	-10	4	0.5	6	12
COc1ccc2cc3c(N)nn(C(=O)c4ccccc4Cl)c3nc2c1	-5	1.0	-1.3	-1.4	9	21	-0.7	-6	0
Cc1oc(-c2cccs2)[n+]([O-])c1C	-2	-0.7	0.8	0.4	x	1	-0.2	4	x
C/C(=N\N=c1/scc(C)n1Cc1ccco1)c1cccc([N+](=O)[O-])c1	0	6.2	0.2	-0.1	4	-10	0.8	4	1
O=C(/C=C/c1ccccc1)N/C(=C\c1ccco1)C(=O)NCCO	2	1.9	-0.7	0.5	27	-16	0.7	-1	13
CNC(=S)Nc1ccc(Nc2ccccc2)cc1	4	-2.8	1.3	0.9	-11	-3	-0.6	-2	5
CC1(C)CC(=O)C=C(Nc2ccccc2)C1	-3	0.5	-0.1	0.2	5	-7	-0.2	-4	-9
Cc1cc(C)c(S(=O)(=O)N2CCCOC2CNC(=O)C(=O)NCc2ccncc2)c(C)c1 (stereo not given)	1	-1.1	-0.2	0.1	-4	-2	0.9	7	-4
COc1cc(/C=N/n2c(C)n[nH]c2=S)ccc1OCc1ccc(F)cc1	3	-0.9	0.5	-2.6	-20	-6	-0.7	7	11
COc1ccc(NC(=O)Cn2c(=O)n(-c3ccc(CC(=O)NCc4ccco4)cc3)c(=O)c3ccccc32)cc1	-2	-1.5	0.9	2.6	28	8	0.3	1	-10
COc1ccc(N2CCN(C(=O)c3cccc(Br)c3)CC2)c([N+](=O)[O-])c1	-1	-2.5	1.3	0.5	-57	3	0.7	8	16
COc1ccc(CN2CC(C(=O)NCc3ccccn3)CC2=O)cc1 (stereo not given)	-5	-0.1	1.2	-1.4	20	-3	-0.2	6	-2
CCOC(=O)/C(=N/Nc1ccc(Cl)cc1)S(=O)(=O)c1ccc(Cl)cc1	-5	1.1	1.3	0.2	-4	4	0.2	1	-17
CS(=O)(=O)Nc1ccc(C(=O)Nc2ccccc2Sc2ccccc2)cc1	0	0.7	-0.1	0.1	45	-1	0.3	5	7
Cc1ccc2c(c1)C(c1ccc(N3CCOCC3)cc1)=NNC(c1cccs1)=N2	3	1.6	0.0	-0.5	-1	-10	0.1	2	-80
COc1ccccc1Nc1nnc(SCC(=O)N2CCCC2)s1	5	0.1	-0.3	1.6	-22	-5	0.4	9	-28
CCOc1cccc(NC(=O)C2CC(=O)N(C)C(=Nc3ccccc3)S2)c1 (stereo not given)	0	1.7	-0.3	0.5	-29	-21	0.3	3	14
O=P(Cc1nnco1)(c1ccccc1)c1ccccc1	0	-0.1	1.7	-0.3	3	-3	0.4	7	20
CC1(C)C(=O)Nc2ccccc2N1C(=O)COC(=O)c1ccc(Cl)c(S(=O)(=O)NCc2ccccc2)c1	0	-1.1	-1.9	2.3	-11	-3	0.1	8	-249
COC(=O)/C=C1\S/C(=N/NC(=O)c2ccccc2)NC1=O	4	-0.5	0.6	0.9	12	-16	0.3	5	3
CCCCCC(=O)N/N=C/c1ccc([N+](=O)[O-])o1	-1	1.0	0.0	0.3	-8	-10	0.6	-1	-4
COCCNc1ccc(S(=O)(=O)N2CCCC2)cc1[N+](=O)[O-]	6	1.3	0.3	0.4	-7	-22	0.6	1	25
CCOc1cc2c3c(c1)C1(OCCO1)C(=O)N3C(C)(C)CC2C (stereo not given)	6	-0.7	-0.9	0.4	21	-9	-0.7	6	-16
O=C(CCC(=O)NNC(=S)Nc1ccccc1)NCc1ccccc1	-1	2.1	0.5	0.2	-6	-8	0.8	1	-4
CCCCOc1ccc(-c2nnc(N)s2)cc1	1	1.8	-0.5	-0.6	-8	2	1.4	3	9

Hits appear at their usual frequency; about 3.6% have a hit in one of these screens.
